Abeta rescue: A-beta toxicity reversal in yeast. yeast expressing A-beta42, growth rescue, OD600, 48 h; response scale: 0% DMSO, 100% iron-clioquinol control. Potency, µM (series often up to 46.1 µM), inactives show at the top dose growth rescue, hits mostly activators. 410,000 compounds, 0.063% hits. AID 1347071; further: potency means the concentration at half of the fitted maximal effect; nearly all actives have a fitted effect of over 55% in size
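Growth rescue measured by 600 nm absorbance after 48 h yeast culture at 30 C with compound. Values normalized between DMSO and an equimolar ferric chloride plus clioquinol control.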
Nrf2 inh: Nrf2 pathway inhibition; A549 ARE-Fluc reporter, luciferase luminescence, 18-24 h; Potency, µM (series often up to 46 µM), for inactives: at the highest dose activity change, negative = inhibition, most hits filed as inhibitors; 360,000 compounds, 2.1% hits; further: potency means the concentration at half of the fitted maximal effect; on the % scale 0 is the no-effect control and ±100 the full control effect; nearly all actives have a fitted effect of over 60% in size
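In this cell-based qHTS, ARE-driven firefly luciferase in A549 cells reports Nrf2 activity; the luminescent signal after BugLite lysis is the measured value, with a prior CellTiter-Fluor read for cell health.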
Nrf2 activator: Nrf2 pathway activation; AREc32 ARE-luciferase reporter (MCF7-derived line), luminescence, 24 h; Potency, µM (titrated, usually from 46.1 µM), inactives show at the top dose activation, most hits filed as activators; AID 624171; 410,000 compounds, 0.31% hits; further: potency means the concentration at half of the fitted maximal effect; % of control where 0% means no effect; nearly all actives have a fitted effect of over 65% in size
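Cells of the AREc32 ARE-luciferase line are plated in OPTI-MEM containing 5% FBS and left overnight at 37 deg C. Compounds are pinned in, incubation continues 24 hr, and firefly luciferase signal is then measured.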
A549 viability: kills or reduces viability of A549 cells in Nrf2 counter-screen. A549 ARE-Fluc cells, CellTiter-Fluor viability, 18-24 h. 390,000 compounds, 0.16% hits. Potency, µM (titrated, usually from 46 µM), for the others: top-dose activity change, negative = cytotoxicity, usual class: inhibitors; further: potency means the concentration at half of the fitted maximal effect; on the % scale 0 is the no-effect control and ±100 the full control effect
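A549 ARE-Fluc cells in 5% FBS OPTI-MEM, 5000 cells/well, rested 2 h then exposed to compounds in concentration-response for 18-24 h at 37 °C. Viability by CellTiter-Fluor fluorescence (Ex 405/Em 525) after 30 min; luciferase luminescence (BugLite, 15 min, RT) read afterwards.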
Akt phos inh: blocks phosphorylation of Akt. Neuro2A IGF-stimulated pAkt S473 HTRF, 20 min; hits give low values. activity change, % for hits at 50 µM. 360,000 compounds, 0.32% hits; in the data active means activity change below about -80%; inconclusive means mostly about -51% to -80%; further: on the % scale 0 is the no-effect control and ±100 the full control effect
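Single-point screen (50 µM final compound) in Neuro2A cells stimulated 20 min with 6 nM IGF at 37 deg C. After lysis, Ser473-phosphorylated Akt read by HTRF (ex 330 nm, em 615/665 nm) as the 665/615 ratio.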
MmCpn inh: M. maripaludis TRiC chaperonin inhibition; 330,000 compounds, 0.031% hits; Potency, µM (top dose mostly 76.9 µM), inactives show at the highest dose activity, negative = inhibition, most hits filed as inhibitors; purified Mm-Cpn ATPase, ADP Transcreener TR-FRET; AID 504842; further: potency means the concentration at half of the fitted maximal effect; on the % scale 0 is the no-effect control and ±100 the full control effect; nearly all actives have a fitted effect of over 80% in size
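Compound-treated chaperonin, 25 nM final, turns over 10 uM ATP at 37°C for 30 min following a 10 min preincubation; ADP generated competes with ADP-d2 for Eu-cryptate antibody, lowering FRET.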
CCT modulator: changes cytosolic chaperonin activity. purified chaperonin ATPase assay, HTRF ADP detection, 30 min. activity change, % (no concentration beside the values), hits read low. 360,000 compounds, 0.3% hits; in the data active means activity change below about -30%; further: on the % scale 0 is the no-effect control and ±100 the full control effect
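We incubate TRiC, 40 or 20 nM final, with library compounds at 76 uM and 10 uM ATP for 30 min at 37 °C. ADP formed is detected with Transcreener HTRF reagents after 30 min at room temperature.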
HepG2 tox: HepG2 cytotoxicity, counter-screen for TGF-b inhibitors; HepG2 CAGA-GFP viability, ATP luminescence, 18 h; Potency, µM (top dose mostly 46.1 µM), for the others: at the highest dose activity change, negative = cytotoxicity, actives largely listed as cytotoxic; 410,000 compounds, 0.76% hits; further: potency means the concentration at half of the fitted maximal effect; some results filed as inactive show a strong effect at the top dose
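HepG2 CAGA-GFP cells (1000/well, DMEM with 1% FBS) received compound, then TGF-beta at 500 pg/mL final, and were incubated 18 hours at 37 degrees C. Viability was read by CellTiter-Glo luminescence. Media-only wells were set as complete cell-killing and DMSO as no toxicity.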
TGFb inhibitor: TGF-b pathway inhibition; 410,000 compounds, 1.2% hits; Potency, µM (top dose mostly 46.1 µM), without a hit: at the top dose activity, negative = inhibition, actives largely listed as inhibitors; HepG2 CAGA-GFP TGF-b/SMAD3 reporter, GFP fluorescence, 18 h; TGF-beta stimulated, 500 pg/mL final; AID 588855; further: potency means the concentration at half of the fitted maximal effect; on the % scale 0 is the no-effect control and ±100 the full control effect; nearly all actives have a fitted effect of over 65% in size
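Per well, imaged GFP fluorescence of HEPG2 CAGA-GFP cells gives the signal; cells get compound, then TGF-beta (500 pg/mL final), 18 h at 37 degrees C; %Activity versus -TGF-beta and +DMSO controls.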
* = called active by the depositor; i = inactive; ? = inconclusive; / = no result given; [ ] = another dose, or the depositor's remark. Unless noted, the call rests on the fitted dose curve; in most records, active means well fitted curve in the direction sought with a large enough effect; inconclusive means small, poorly fitted or top-dose-only effect, or another doubt; inactive means no such curve, though single readings can be large; an effect the other way counts as inactive or inconclusive.

SMILES	Abeta rescue	Nrf2 inh	Nrf2 activator	A549 viability	Akt phos inh	MmCpn inh	CCT modulator	HepG2 tox	TGFb inhibitor
O=C(O)c1cccc(N2C(=O)C3CC=CCC3C2=O)c1 (stereo unspecified)	-12%	7%	0.4%	-3%	i	-2%	-3.1	13%	5%
COc1ccc(OCCCC(=O)NCCc2ccc(OC)c(OC)c2)cc1	3%	-1%	0.1%	2%	i	0%	1.1	6%	-7%
CC1Cc2ccccc2N1C(=O)CN1CCN(S(=O)(=O)c2ccc3c(c2)OCCCO3)CC1 (stereo unspecified)	9%	/	-1.0%	/	i	/	-1.8	-16%	-14%
CCOC(=O)[C@]12CCC=C1N(Cc1ccc(Cl)cc1Cl)C(=O)[C@H](CC(=O)NCCc1ccccc1OC)C2	21%	/	6.5%	/	i	/	0.3	/	/
CCOc1c2ccc(C(=O)NCc3ccccc3OC)cc2nn1CC	-10%	-11%	-0.1%	10%	i	0%	-0.1	-7%	-17%
O=C(NNC(=S)NCc1ccccc1)c1cccnc1	13%	-13%	-1.4%	-3%	i	2%	1.2	-5%	1%
CN(C(=O)C=Cc1ccccc1)c1ccccc1	11%	?	8.1%	2%	i	/	-0.9	-9%	-3%
CC[C@]1(C(=O)OC)[C@H]2C(=O)N(Cc3ccccc3)C(=O)[C@H]2[C@H]2CN=C(SCc3ccc(Cl)cc3)N21	14%	-8%	6.3%	-5%	i	0%	2.7	-27%	?
CCOC(=O)c1ccc(S(=O)(=O)NNC(=O)Cc2csc(C)n2)cc1	-1%	4%	-1.6%	-3%	i	-1%	-2.8	0%	2%
CC1CC=CC2C1C(=O)N(Cc1ccccc1)C2c1cccc([N+](=O)[O-])c1 (stereo unspecified)	/	-4%	/	-3%	/	/	/	-2%	?
Cc1ccc(NC(=O)c2ccc(CN3CC(=O)N4CCCCC4C3=O)cc2)cc1 (stereo unspecified)	-15%	?	1.0%	10%	/	/	/	-1%	-1%
CN(c1ccccc1)S(=O)(=O)c1cccc(C(=O)OCC(=O)NCc2ccccc2)c1	1%	5%	1.9%	-3%	i	?	-1.7	7%	5%
O=C1OC(O)c2cccc3cccc1c23 (stereo unspecified)	-1%	/	18%	/	i	/	1.1	-30%	?
COCCC(=O)N1CCC(Oc2ccc(C(=O)NCCn3cccn3)cc2)CC1	8%	7%	0.5%	0%	i	2%	-1.3	1%	-25%
O=C(CCn1c(=S)[nH]c2ccccc2c1=O)NCCCN1CCOCC1	-13%	10%	0.0%	/	i	-2%	0.6	-6%	-3%
CC1CCN(c2ccc(-c3cccs3)nn2)CC1	-31%	/	0.6%	-11%	i	-3%	-4.2	-23%	-25%
Cc1ccc(NS(=O)(=O)c2ccc3c(c2)[C@H]2C=CC[C@H]2[C@@H](c2ccc(F)cc2)N3)cc1C	-12%	-20%	-0.5%	-11%	/	/	/	-22%	8.9µM*
Cc1cccc(Cn2c(SCc3ccc(C(=O)N4CCC(C)CC4)cc3)nc3ccncc32)c1	-12%	?	-2.3%	?	/	/	/	13µM*	?
O=[N+]([O-])c1cccc(S(=O)(=O)NCCc2cn3ccccc3n2)c1	-14%	-25%	0.0%	-5%	i	0%	-0.9	-11%	1%
COc1ccc(OC)c(CN2CCCC(C(=O)N3CCCCC3)C2)c1 (stereo unspecified)	8%	/	0.5%	-2%	i	-3%	-0.4	-16%	-8%

Complete entries as entered above. Values in the order: Abeta rescue	Nrf2 inh	Nrf2 activator	A549 viability	Akt phos inh	MmCpn inh	CCT modulator	HepG2 tox	TGFb inhibitor
CC1CCN(c2ccc(-c3cccs3)nn2)CC1 as listed: -31%	/	0.6%	-11%	i	-3%	-4.2	-23%	-25%
O=[N+]([O-])c1cccc(S(=O)(=O)NCCc2cn3ccccc3n2)c1 as listed: -14%	-25%	0.0%	-5%	i	0%	-0.9	-11%	1%
CN(c1ccccc1)S(=O)(=O)c1cccc(C(=O)OCC(=O)NCc2ccccc2)c1 as listed: 1%	5%	1.9%	-3%	i	?	-1.7	7%	5%

(continued)
SMILES	Abeta rescue	Nrf2 inh	Nrf2 activator	A549 viability	Akt phos inh	MmCpn inh	CCT modulator	HepG2 tox	TGFb inhibitor
COC(=O)CN1C(=O)C(O)(CC(=O)c2ccc(C)o2)c2ccccc21 (stereo unspecified)	10%	7%	-0.7%	3%	i	0%	-0.7	-45%	-3%
O=c1c(Cl)c(NC2CC2)cnn1-c1ccccc1	-7%	?	0.1%	2%	i	3%	-11	6%	15%
O=C(/C=C/c1cn(-c2ccccc2)nc1-c1cccnc1)N1CCCC1	-3%	-18%	4.1%	?	i	-1%	1.1	-28%	-23%
Cc1ccc(Sc2ncnc(N)c2[N+](=O)[O-])cc1	7%	-4%	21%[9.22 µM]	-1%	i	1%	-2.2	-8%	4%
COc1cc(C2Nc3ccccc3C(=O)N2NS(C)(=O)=O)c([N+](=O)[O-])cc1OC (stereo unspecified)	-10%	3%	13%	-9%	i	1%	-2.7	5%	7%
COc1cccc(C(=O)Nc2c3c(nn2-c2cccc(C)c2C)CS(=O)(=O)C3)c1OC	-9%	-10%	0.2%	7%	i	-1%	1.6	-15%	0%
CC(=O)Nc1ccc(NCC(O)COc2ccccc2)cc1 (stereo unspecified)	6%	/	2.2%	-2%	i	-2%	-0.8	-3%	5%
O=C(c1ccc(Cl)c([N+](=O)[O-])c1)N1CCN(c2ccccn2)CC1	4%	-7%	3.1%	-2%	i	1%	-1.8	3%	11%
Cc1onc(-c2c(F)cccc2Cl)c1C(=O)N[C@@H]1C(=O)N2C(C(=O)O)C(C)(C)S[C@H]12 (stereo partly specified)	6%	3%	-0.5%	-6%	i	-11%	-0.6	17%	22%
COc1cc(C2C(C#N)=C(N)N(c3ccc(F)cc3)C3=C2S(=O)(=O)CC3)ccc1O (stereo unspecified)	1%	-4%	4.7%	-12%	i	3%	-2.3	1%	2%
CN(C)c1ccc(-n2cccc2)cc1	-4%	-3%	-0.6%	-2%	i	-1%	-1.1	-14%	0%
CC(C(=O)Nc1ccc(C(=O)O)cc1)N1C(=O)c2ccccc2C1=O (stereo unspecified)	12%	7%	-0.4%	-5%	i	0%	2.5	-2%	-24%
CCOC(=O)N1CCC(N2C(=O)c3ccc(C(=O)Nc4cccc(OC)c4)cc3C2=O)CC1	-6%	?	-1.1%	-7%	/	3%	-3.4	-1%	0%
O=C(COc1ccccc1)Nc1ccc(NC(=O)c2ccco2)cc1	-2%	11%	0.3%	0%	i	-5%	-0.6	-3%	1%
O=C(O)c1ccc(-c2nc3ccccc3s2)o1	-10%	?	-1.0%	1%	i	-11%	0.1	1%	0%
CCSC1=C(C#N)C(c2ccccc2Cl)C(C(=O)c2cccs2)C(O)(C(F)(F)F)N1 (stereo unspecified)	3%	?	0.1%	-17%	i	1%	-0.2	-28%	?
CCOC(=O)c1ccc(S(=O)(=O)N2CCC(C(=O)N3CCN(c4ccccc4OC)CC3)CC2)cc1	-10%	8%	-1.3%	-11%	i	/	-1.8	0%	?
C#CCN1C(=O)C2C(C(=O)NC)C3C=CC2(O3)C1C(=O)NCc1ccc(OC)cc1 (stereo unspecified)	-1%	0%	-0.5%	0%	i	1%	0.7	2%	6%
CNC(=O)/C(C#N)=C/c1c(N(Cc2ccccc2)Cc2ccccc2)nc2ccccn2c1=O	-1%	?	4.9%	23µM*	i	1%	0.1	6%	?
Cc1ccc(Oc2cc(C#N)c(C#N)cc2-n2nnc3ccccc32)cc1C	18%	17%	-0.9%	-12%	i	0%	1.2	2%	-1%
Cc1cc(-c2ccc(C)c(S(=O)(=O)NCCCN3CCN(c4ccccc4)CC3)c2)on1	/	-1%	2.8%	-3%	i	-3%	-3.8	-33%	?
Cc1ccc(/C=C/C(=O)CCC(=O)O)cc1	-12%	?	8.8%	1%	i	0%	-1.8	-2%	-7%
CCc1ccc(C2=C(C)C(N3CCC(C(=O)Nc4cccc(OC)c4)CC3)=NS2(=O)=O)cc1	-3%	?	0.6%	11%	/	/	/	-18%	-6%
C[C@H](NC(=O)c1ccc(Cl)cc1)C(=O)NNC(=O)c1cccs1	4%	6%	-0.3%	-1%	i	0%	1.3	2%	-1%
O=C(c1ccc(Cl)c(S(=O)(=O)N2CCc3ccccc32)c1)N1CCN(c2ccccc2O)CC1	4%	?	-0.8%	?	i	1%	-1.7	-19%	?
CCN(CC)S(=O)(=O)c1ccc2nc(NC(=O)c3cccs3)sc2c1	-2%	?	0.8%	1%	i	-12%	-0.9	-37%	-5%
Cc1ccc(C)c(CNC(=O)C2CCCCN2S(=O)(=O)c2ccc(F)cc2)c1 (stereo unspecified)	-10%	?	4.6%	?	/	/	/	-34%	-8%
CCc1ccc(Nc2nnc(SCc3cc(=O)n4ccsc4n3)s2)cc1	-9%	-13%	11%	0%	i	0%	-4.4	0%	-28%
CC1=[N+](CC(=O)c2ccccc2)CCn2cccc21	-8%	?	7.0%	1%	i	2%	3.1	-5%	-2%
O=C(NCc1cccs1)C1CCCN(c2ncccn2)C1 (stereo unspecified)	2%	-3%	0.0%	1%	i	1%	-0.6	7%	-12%
CC(NS(=O)(=O)c1ccc(CCC(=O)NCc2cccnc2)cc1)c1ccccc1 (stereo unspecified)	0%	-10%	0.0%	7%	i	3%	-3.0	-24%	-29%
Cc1ccccc1NC(=O)Cc1nc(COC(=O)c2nc(Cl)ccc2Cl)cs1	-25%	10%	0.8%	2%	i	-3%	-0.9	-4%	7%

Bioassay records as filed in PubChem BioAssay.
